Screens as filed in PubChem BioAssay.
HTR5A ag = counter-screen for OPRM1-OPRD1 agonists: human HTR5A agonism; P47898; HTR5A agonist assay, luminescence, cell-based; activation, % at 9.3 µM; hit rate 0.61% among 340,000; AID 504692; in the data active = activation mostly above about 9.5%, no sharp cut-off; inactive = mostly below about 7.6%;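 note: 0% = cells with vehicle only and 100% = reference agonist; strong numbers were not always called active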
V-ATPase pH = regulators of yeast V-ATPase proton transport | S. cerevisiae, pHLuorin cytosolic pH fluorescence | response, % at 10 µM | hit rate 0.37% among 350,000; in the data active = response mostly above about 7.3%, no sharp cut-off; inactive = mostly below about 5.4%; note: actives read high; inactives centre near 0; some compounds called inactive have numbers as strong as hits; reference of the scale not given here
Wnt act = Wnt/beta-catenin pathway activation | Wnt/beta-catenin reporter cell assay, activator, plate reader | activation, % at 9.35 µM | hit rate 1.2% among 300,000; in the data active = activation above about 30%, passing the limit was not always enough;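 note: 0% = neutral control wells and 100% = positive control wells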
MITF TRPM1 HTS = activators of MITF-driven TRPM1 promoter activity in SK-MEL-5 cells | SK-MEL-5 TRPM1-promoter luciferase, 24 h; % of positive control, neutral wells = 0 | activation, % at 12.5 µM | hit rate 0.75% among 300,000;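 active = mean activation of at least 80% with every replicate also reaching 80%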;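 note: 0% = neutral control wells and 100% = parthenolide positive control wells; values of inactives mirror those of a sister screen read the other way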
dFosB act = mouse delta FosB homodimer activation; P13346; purified delta FosB, TAMRA-CDK5 oligo fluorescence polarization; percent of positive-control signal above neutral wells; activation, % at 25 µM; hit rate 0.99% among 340,000; AID 493131;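 active = mean activation above about 17%, with every replicate also reaching it, limit read from the data, passing the limit was not always enough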;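 note: fluorescence polarization rise as delta FosB binds a TAMRA Cdk5 AP-1 oligo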
Target sequence (P13346 whole entry, looked up): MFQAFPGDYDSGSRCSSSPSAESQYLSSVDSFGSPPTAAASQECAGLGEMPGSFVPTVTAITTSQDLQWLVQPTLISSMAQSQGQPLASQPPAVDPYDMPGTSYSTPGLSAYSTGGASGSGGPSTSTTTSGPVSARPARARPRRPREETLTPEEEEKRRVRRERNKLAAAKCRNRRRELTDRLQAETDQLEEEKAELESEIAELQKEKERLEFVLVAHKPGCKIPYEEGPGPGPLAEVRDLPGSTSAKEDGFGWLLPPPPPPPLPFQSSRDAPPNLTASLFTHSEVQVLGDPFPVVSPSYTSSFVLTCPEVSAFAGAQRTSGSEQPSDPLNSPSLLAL
NSD2 HMT inh = blocks human histone methyltransferase NSD2. O96028. NSD2 peptide methylation, AlphaScreen, 120 min. inhibition, % at 12.5 µM. hit rate 0.54% among 310,000. AID 743445; in the data active = inhibition above about 50%
SR-BI DiI inh = mouse SR-BI HDL lipid transfer inhibition. ldlA[mSR-BI] CHO cells, DiI-HDL uptake fluorescence, 3 h. inhibition, % at 12.5 µM. hit rate 0.96% among 320,000. AID 488896;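 active = mean replicate inhibition of at least 70% and a set share of replicates each scoring 70 or more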;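 note: 0% = median of neutral control wells and 100% = median of positive control wells; values of inactives mirror those of a sister screen read the other way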
HTR5A inv ag = counter-screen for OPRM1-OPRD1 inverse agonists: human HTR5A inverse agonism | hit rate 0.083% among 340,000 | inhibition, % at 9.3 µM | HTR5A cell line, luminescence | P47898; in the data active = inhibition mostly above about 23%, no sharp cut-off; inactive = mostly below about 18%;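 note: 0% = cells with DMSO and 100% = no-cell wells with DMSO; some compounds called inactive have numbers as strong as hits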
PvdQ acylase = P. aeruginosa PvdQ acylase inhibition. purified PvdQ acylase, fluorescence plate reader. inhibition, % at 10 µM. hit rate 0.063% among 340,000. AID 488965; in the data active = inhibition above about 30%, passing the limit was not always enough;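 note: 0% = vehicle neutral wells and 100% = reference inhibitor wells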
CDK5 p35 inh = inhibitors of human CDK5/p35 kinase | hit rate 0.01% among 330,000 | Q00535+Q15078 | inhibition, % at 10 µM | Recombinant CDK5/p35, ADP-Glo luminescence, 60 min;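 active = highest replicate inhibition of at least 50% and at least 75% of replicates reaching 50%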;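 note: plate controls were DMSO neutral control for no effect and GW8510 at 10 µM for full effect; many of its hits are not listed in these tables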
Target sequence (Q00535 whole entry, looked up): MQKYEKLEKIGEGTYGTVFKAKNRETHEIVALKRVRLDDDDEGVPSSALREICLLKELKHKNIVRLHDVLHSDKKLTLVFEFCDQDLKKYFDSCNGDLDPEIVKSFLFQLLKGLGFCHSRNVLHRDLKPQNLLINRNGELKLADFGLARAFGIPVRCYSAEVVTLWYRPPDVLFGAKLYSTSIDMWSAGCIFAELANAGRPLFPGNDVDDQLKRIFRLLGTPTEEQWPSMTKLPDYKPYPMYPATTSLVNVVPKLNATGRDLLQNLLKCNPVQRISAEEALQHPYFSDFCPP
Target sequence (Q15078 whole entry, looked up): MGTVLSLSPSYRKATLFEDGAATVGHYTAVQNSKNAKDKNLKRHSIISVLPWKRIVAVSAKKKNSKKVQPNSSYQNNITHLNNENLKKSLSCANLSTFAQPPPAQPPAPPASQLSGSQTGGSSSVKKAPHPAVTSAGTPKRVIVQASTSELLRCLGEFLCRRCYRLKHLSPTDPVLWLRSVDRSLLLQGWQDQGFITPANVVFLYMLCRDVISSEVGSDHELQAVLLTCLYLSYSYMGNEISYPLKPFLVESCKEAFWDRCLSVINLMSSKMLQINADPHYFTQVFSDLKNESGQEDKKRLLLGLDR
* marks the source's active call; other numbers are inactive results.

Screening O=C(O)c1ccc(NS(=O)(=O)c2ccc(N3C(=O)CCC3=O)cc2)cc1 returned HTR5A ag -2, V-ATPase pH 1, Wnt act 0, MITF TRPM1 HTS -5, dFosB act -1, NSD2 HMT inh -3, SR-BI DiI inh -20, HTR5A inv ag -20, PvdQ acylase -16 and CDK5 p35 inh -0.8.
Screening COc1ccc(C2C(C(C)=O)=C(O)C(=O)N2c2ccc(Br)cc2)cc1 (stereo not drawn) returned HTR5A ag 6, V-ATPase pH 4, Wnt act -1, MITF TRPM1 HTS 0, dFosB act 6, NSD2 HMT inh 1, SR-BI DiI inh -5, HTR5A inv ag -18, PvdQ acylase -9 and CDK5 p35 inh 0.1.
Screening O=C(NCC1CCCO1)c1cc2c([nH]c3ccccc32)c(-c2cccc(Cl)c2)n1 (stereo not drawn) returned HTR5A ag 5, V-ATPase pH 0, dFosB act -6, SR-BI DiI inh 64, HTR5A inv ag -8, PvdQ acylase -11 and CDK5 p35 inh 1.5.
COCCOC(=O)c1c(C)oc2ccc(OC(=O)c3cccs3)cc12 was read as HTR5A ag 4, V-ATPase pH -1, MITF TRPM1 HTS 26, dFosB act -7, NSD2 HMT inh -1, SR-BI DiI inh 8, HTR5A inv ag -9, PvdQ acylase -8 and CDK5 p35 inh -2.1.
CN(C)CCCOC(=O)C1c2ccccc2Oc2ccccc21 was read as HTR5A ag -1, V-ATPase pH 0, MITF TRPM1 HTS 11, dFosB act -3, NSD2 HMT inh 34, SR-BI DiI inh -11, HTR5A inv ag 4, PvdQ acylase -15 and CDK5 p35 inh -0.2.
`CCCn1nnc(NC(=O)c2cccc(OCC)c2)n1` gave HTR5A ag -1, V-ATPase pH -1, Wnt act 10, MITF TRPM1 HTS 37, dFosB act -3, NSD2 HMT inh 3, SR-BI DiI inh 0, HTR5A inv ag -26, PvdQ acylase -17 and CDK5 p35 inh 0.8.
Screening NC(=O)C1CCN(C(=S)NC2CC3C=CC2C3)CC1 (stereo not drawn) returned HTR5A ag 2, V-ATPase pH 0, Wnt act 0, dFosB act 9, NSD2 HMT inh 1, SR-BI DiI inh 7, HTR5A inv ag -17, PvdQ acylase -11 and CDK5 p35 inh -5.3.
For C=CCn1c(CCCOc2ccc(Cl)cc2Cl)nnc1SCC(=O)Nc1nccs1 the results were HTR5A ag 5, V-ATPase pH -3, Wnt act 3, MITF TRPM1 HTS -7, dFosB act -9, NSD2 HMT inh 0, SR-BI DiI inh 43, HTR5A inv ag -26, PvdQ acylase -7 and CDK5 p35 inh -5.9.
For COc1cc(C=C2C(=O)OC(c3ccccc3)OC2=O)cc(Br)c1O (stereo not drawn) the results were HTR5A ag 7, V-ATPase pH 0, Wnt act -1, MITF TRPM1 HTS 7, dFosB act -4, NSD2 HMT inh 4, SR-BI DiI inh 4, HTR5A inv ag -14, PvdQ acylase -22 and CDK5 p35 inh -6.5.
`CSCCC(NC(N)=O)C(=O)N(C)CC(=O)Nc1ccc(C)cc1` (stereo not drawn) gave HTR5A ag 2, V-ATPase pH 0, MITF TRPM1 HTS 4, dFosB act -12, NSD2 HMT inh -2, SR-BI DiI inh 5, HTR5A inv ag 3, PvdQ acylase 8 and CDK5 p35 inh 1.0.
CCCN1CCN(C(=S)Nc2ccc(SC(F)F)cc2)CC1 was read as HTR5A ag 0, V-ATPase pH 0, Wnt act -2, MITF TRPM1 HTS -1, dFosB act -4, NSD2 HMT inh -4, SR-BI DiI inh -2, HTR5A inv ag -16, PvdQ acylase -4 and CDK5 p35 inh -0.1.
Cc1c2cnn(CC(=O)NCCN3CCOCC3)c(=O)c2c(C)n1Cc1ccc(F)cc1 was read as HTR5A ag -1, V-ATPase pH -4, Wnt act 3, dFosB act -2, SR-BI DiI inh 31, HTR5A inv ag -31, PvdQ acylase -13 and CDK5 p35 inh -0.3.
Cc1ccc(-n2nc3c(c2NC(=O)CC(C)C)CS(=O)(=O)C3)cc1 was read as HTR5A ag 1, V-ATPase pH 1, Wnt act -1, MITF TRPM1 HTS -11, dFosB act -9, NSD2 HMT inh -3, SR-BI DiI inh -5, HTR5A inv ag -2, PvdQ acylase -9 and CDK5 p35 inh -0.8.
`COc1ccc(C/C(=N\OC(C)=O)c2ccc(OC)cc2)cc1` gave HTR5A ag 0, V-ATPase pH 2, dFosB act -2, SR-BI DiI inh -11, HTR5A inv ag -1, PvdQ acylase -5 and CDK5 p35 inh 0.9.
CCN(CC(=O)NCc1ccc(F)cc1)C(=O)COc1ccc(C)c(C)c1 was read as HTR5A ag 1, V-ATPase pH 1, Wnt act -1, MITF TRPM1 HTS 7, dFosB act -6, NSD2 HMT inh 0, SR-BI DiI inh 40, HTR5A inv ag -11, PvdQ acylase -8 and CDK5 p35 inh 0.8.
Screening COc1ccc(N2CCN(c3n[nH]c(N)n3)CC2)cc1 returned HTR5A ag -2, V-ATPase pH 1, Wnt act 0, MITF TRPM1 HTS 1, dFosB act 0, NSD2 HMT inh 0, SR-BI DiI inh -4, HTR5A inv ag 6, PvdQ acylase -9 and CDK5 p35 inh 1.0.
`Cn1cccc1Cc1nnc(SCC(=O)Nc2cccc(Cl)c2)n1-c1ccc(F)cc1` gave HTR5A ag -1, V-ATPase pH -2, Wnt act 0, MITF TRPM1 HTS -4, dFosB act 4, SR-BI DiI inh 2, HTR5A inv ag 2, PvdQ acylase -4 and CDK5 p35 inh 1.0.
Screening COC(=O)C(NC(=O)CCc1c(C)nc2ncnn2c1C)C(C)C (stereo not drawn) returned HTR5A ag 10, V-ATPase pH -1, Wnt act -2, MITF TRPM1 HTS -8, dFosB act 1, NSD2 HMT inh -1, SR-BI DiI inh -51, HTR5A inv ag -27, PvdQ acylase -8 and CDK5 p35 inh 1.5.
`Cc1c(NC(=S)N/N=C\c2ccccc2O)c(=O)n(-c2ccccc2)n1C` gave HTR5A ag -7, V-ATPase pH 2, Wnt act -3, MITF TRPM1 HTS -16, dFosB act 0, NSD2 HMT inh -31, SR-BI DiI inh -12, HTR5A inv ag 18, PvdQ acylase -11 and CDK5 p35 inh 0.0.
Cc1cccc(NC(=S)NNC(=O)c2ccc(Br)o2)c1 was read as HTR5A ag 3, V-ATPase pH 7, Wnt act -1, MITF TRPM1 HTS 7, dFosB act 0, NSD2 HMT inh 5, SR-BI DiI inh -6, HTR5A inv ag 8, PvdQ acylase -11 and CDK5 p35 inh 0.7.

Two consecutive entries from above, for reference:
`Cc1c(NC(=S)N/N=C\c2ccccc2O)c(=O)n(-c2ccccc2)n1C` gave HTR5A ag -7, V-ATPase pH 2, Wnt act -3, MITF TRPM1 HTS -16, dFosB act 0, NSD2 HMT inh -31, SR-BI DiI inh -12, HTR5A inv ag 18, PvdQ acylase -11 and CDK5 p35 inh 0.0.
Cc1cccc(NC(=S)NNC(=O)c2ccc(Br)o2)c1 was read as HTR5A ag 3, V-ATPase pH 7, Wnt act -1, MITF TRPM1 HTS 7, dFosB act 0, NSD2 HMT inh 5, SR-BI DiI inh -6, HTR5A inv ag 8, PvdQ acylase -11 and CDK5 p35 inh 0.7.

(listing goes on)
`Clc1ccc(Cc2ccc(Cl)nn2)c(Cl)c1` gave HTR5A ag -1, V-ATPase pH -1, MITF TRPM1 HTS -7, dFosB act 0, NSD2 HMT inh -2, SR-BI DiI inh -24, HTR5A inv ag 2, PvdQ acylase -3 and CDK5 p35 inh -2.8.
Screening COc1ccc2cc(C)c(SCC(=O)Nc3cc(C)on3)nc2c1 returned HTR5A ag 0, V-ATPase pH 2, MITF TRPM1 HTS -7, dFosB act 11, NSD2 HMT inh -2, SR-BI DiI inh -25, HTR5A inv ag -1, PvdQ acylase -7 and CDK5 p35 inh -4.6.
Cc1cccc(OCC(O)Cn2ccnc2C)c1 (stereo not drawn) was read as HTR5A ag -3, V-ATPase pH 13*, Wnt act 0, MITF TRPM1 HTS 8, dFosB act -1, NSD2 HMT inh 1, SR-BI DiI inh -12, HTR5A inv ag 12, PvdQ acylase 8 and CDK5 p35 inh -0.7.
COc1cc(C)nc(N2CCC(C(=O)NC3CCCCC3)CC2)n1 was read as HTR5A ag 1, V-ATPase pH 4, Wnt act -1, MITF TRPM1 HTS 0, dFosB act -5, NSD2 HMT inh 17, SR-BI DiI inh -21, HTR5A inv ag -2, PvdQ acylase -20 and CDK5 p35 inh -4.4.
For CCCNC(=O)COc1coc(CN2CCN(c3ccccc3)CC2)cc1=O the results were HTR5A ag -2, V-ATPase pH 0, Wnt act 1, MITF TRPM1 HTS 4, dFosB act 3, NSD2 HMT inh 6, SR-BI DiI inh 5, HTR5A inv ag -27, PvdQ acylase -6 and CDK5 p35 inh 0.3.
Nc1c([N+](=O)[O-])c(=O)sc2ccccc12 was read as V-ATPase pH 3, Wnt act -1, MITF TRPM1 HTS -10, dFosB act -5, NSD2 HMT inh 0, SR-BI DiI inh -158, PvdQ acylase -10 and CDK5 p35 inh -1.5.
Cc1ccc2c(c1)nnn2C1CCN(S(=O)(=O)c2cccc(S(=O)(=O)N(C)C)c2)CC1 was read as HTR5A ag 3, V-ATPase pH -4, Wnt act -10, dFosB act 1, NSD2 HMT inh 0, SR-BI DiI inh -22, HTR5A inv ag 6, PvdQ acylase -8 and CDK5 p35 inh -1.5.
`Cc1cc(C)cc(OCC(=O)Nc2cc(NC(=O)COc3cc(C)cc(C)c3)cc(C(=O)O)c2)c1` gave HTR5A ag 8, V-ATPase pH -2, Wnt act 1, MITF TRPM1 HTS -11, dFosB act -9, NSD2 HMT inh 2, SR-BI DiI inh 5, HTR5A inv ag -28, PvdQ acylase -20 and CDK5 p35 inh -1.1.
`COC(CNc1nc(SC)nc2sc3c(c12)CCN(C)C3)OC` gave HTR5A ag -3, V-ATPase pH -3, Wnt act -2, MITF TRPM1 HTS -9, dFosB act -5, NSD2 HMT inh 6, SR-BI DiI inh 6, HTR5A inv ag 9, PvdQ acylase -13 and CDK5 p35 inh 0.2.
Screening COc1cc(C(=O)NCC(=O)N2CCN(S(=O)(=O)c3ccccc3)CC2)cc(OC)c1OC returned HTR5A ag -3, V-ATPase pH 5, Wnt act -2, MITF TRPM1 HTS -2, dFosB act -7, NSD2 HMT inh 0, SR-BI DiI inh -6, HTR5A inv ag 9, PvdQ acylase 13 and CDK5 p35 inh 1.0.
CC(=O)c1c(C)[nH]c(C(=O)COC(=O)COc2ccccc2)c1C was read as HTR5A ag -8, V-ATPase pH -1, Wnt act 2, MITF TRPM1 HTS 10, dFosB act -4, NSD2 HMT inh -2, SR-BI DiI inh 3, HTR5A inv ag 20, PvdQ acylase 0 and CDK5 p35 inh 0.3.
Screening Cc1cc(C)c(C(=O)NCC2CCCO2)c(C)c1C(=O)NCC1CCCO1 (stereo not drawn) returned HTR5A ag 1, V-ATPase pH 4, Wnt act 1, MITF TRPM1 HTS -5, dFosB act 1, NSD2 HMT inh -1, SR-BI DiI inh -12, HTR5A inv ag -2, PvdQ acylase 0 and CDK5 p35 inh 0.6.
Screening Cc1cc(C)cc(N2CN=c3s/c(=C\c4ccco4)c(=O)n3C2)c1 returned HTR5A ag 1, V-ATPase pH -1, Wnt act -2, MITF TRPM1 HTS -12, dFosB act -11, NSD2 HMT inh 0, SR-BI DiI inh 61, HTR5A inv ag 15 and PvdQ acylase 2.
Screening CCCOc1ccc(CN(CCO)CCO)cc1[N+](=O)[O-] returned HTR5A ag 6, V-ATPase pH 0, Wnt act -2, MITF TRPM1 HTS -15, dFosB act 2, NSD2 HMT inh -3, HTR5A inv ag 10, PvdQ acylase -18 and CDK5 p35 inh -1.9.
`CCN(CC(=O)Nc1ccc(NC(C)=O)cc1)C(=O)c1cc2ccccc2oc1=O` gave HTR5A ag 3, V-ATPase pH 2, Wnt act -1, MITF TRPM1 HTS -3, dFosB act 5, NSD2 HMT inh 2, SR-BI DiI inh -7, HTR5A inv ag -7, PvdQ acylase 13 and CDK5 p35 inh -1.0.
